Screening data (PubChem BioAssay)
S aureus QS inh – inhibitors of bacterial quorum sensing in S. aureus | 24,000 tested, 0.3% active | S. aureus RN6390 RNAIII-GFP reporter, AIP-induced, flow cytometry 3 h | inhibition, % at 2 µM;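 active = share of bacteria positive for the green fluorescent reporter and its mean brightness both inhibited by 50% or more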;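 also: 0% = AIP-stimulated control and 100% = unstimulated bacteria without AIP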
S aureus QS inh GFP MFI % – also measured in S aureus QS inh; calls as there; inhibition, %; measured here: inhibition of GFP MFI
* = called active by the depositor; & = joins results of further samples. The list is partial; the hit share may differ from the screen's.

Molecule	S aureus QS inh	S aureus QS inh GFP MFI %
N[C@@H](Cc1ccccc1)c1nnc2sc(SCc3ccccc3)nn12	-3	-2
Cc1cc(C)nc(NS(=O)(=O)c2ccc(N3C(=O)C4CC=C(Cl)CC4C3=O)cc2)n1 (stereo not given)	0	6
CCOC(=O)C(C)C1(O)c2ccccc2-c2ncccc21 (stereo not given)	5	26
CN(C)c1nc2c(c(=O)[nH]c(=O)n2C)n1Cc1ccccc1Br	-2	-10
COc1cccc(-n2c(Cc3cc(=O)[nH]c(=O)[nH]3)nnc2SCC(=O)N2CCCC2)c1	0	-2
O=C(O)CC(c1ccc(Cl)cc1)n1cccc1 (stereo not given)	-1	-6
O=C(CCN1C(=O)COc2ccccc21)NCCCN1CCN(c2ccc(F)cc2)CC1	9	14
O=C(NCC(c1cccnc1)N1CCN(c2ccccc2)CC1)C1CCCCC1 (stereo not given)	-3&-5	-7&-5
CC1CCCN(S(=O)(=O)c2ccc(C(=O)Nc3nnc(-c4ccccc4Cl)o3)cc2)C1 (stereo not given)	-3	-20
Cc1ccc(C)c(NS(=O)(=O)c2ccc(NC(=O)c3ccco3)cc2)c1	2	6
CC(=O)Nc1ccc(NC(=O)c2ccccc2F)cc1	-1	0
CN1CCN(C(=O)c2cn(C)c3ccc(S(=O)(=O)N(C)C4CCCCC4)cc3c2=O)CC1	-4	3
NC(=O)c1cc(S(=O)(=O)NC2CCCCC2)co1	0	12
Cc1nc2ccccc2c(=O)n1NC(=O)c1ccccc1Cl	-1	-5
COC(=O)c1cn(NC(=O)c2cccnc2)c(=O)c2ccccc12	-2	-3
O=C(O)C1CCN(S(=O)(=O)N2CCOCC2)CC1	-1	7
O=C(NCCN1CCOCC1)C1CCN(c2nc3ccccc3o2)CC1	2	12
COc1ccccc1NS(=O)(=O)c1ccc(OC)c(OC)c1	3	24
Cc1cc(Nc2ccc(F)cc2C)n2nc(C)nc2n1	6	28
COc1cccc(C2=NOC(C(=O)N3CCOCC3)C2)c1 (stereo not given)	-2	-14
Cc1ccc(C)n1-c1ccc2c(c1)COC2=O	-2	-3
COC(=O)c1ccccc1NC(=O)c1ccc(-c2ccccc2F)o1	-1	-6
CCOC(=O)c1c(C)n(C)c2ccc(OCC(O)CN3CCC(C)CC3)cc12 (stereo not given)	-2	-11
O=C(Nc1ccccc1)N1CCSCC1	0	-12
Cc1ccc(C)c(NS(=O)(=O)c2cc(Br)cnc2N)c1	0	19
O=C(Nc1ccc(Cl)cn1)c1cccnc1	1	22
CCCCOc1ccc(OCCCN2CCOCC2)cc1	0	1
Cc1cc(C)c(S(=O)(=O)N(C)CC(N)=O)c(C)c1	-4	-11
O=C(NCCCN1CCN(c2ccccc2F)CC1)C1CCN(S(=O)(=O)N2CCOCC2)CC1	-4	-15
COC(=O)c1ccc(CSc2ncnc3c2nnn3-c2ccc(F)cc2)o1	5	2
CCOC(=O)C1C(=O)CC(C)(O)C(C(=O)OCC)C1c1ccc(Br)o1 (stereo not given)	-4	-9
Cc1nn(C(=O)c2ccccc2)c2c1C(=O)CC(C)(C)C2	-1	-2
CCC(C)(C(=O)NC1CCCCC1)N(C(=O)C1CCC(=O)N1)c1ccc(C)cc1 (stereo not given)	2	7
CC(C)CCNC(=O)CCCOc1cc(=O)n(C)c2ccccc12	-2	-4
CCN(CCNC(=O)C1CC(=O)N(CCc2ccccc2)C1)c1ccccc1 (stereo not given)	-1	-4
COCCNC(=O)C1CC(=O)N(c2ccc(F)c(Cl)c2)C1 (stereo not given)	-1	2
O=C(Cn1cc2c(n1)CCCC2)NCc1ccccn1	0	8
CCCNC(=O)CS(=O)Cc1nc(-c2ccccc2C)oc1C (stereo not given)	0	-6
CCSc1nc2c(c(=O)[nH]1)C(c1cccnc1)C(C(=O)OC)=C(C)N2 (stereo not given)	0	18
Cc1c(O)c(CN2CCCCC2)cc2c3c(c(=O)oc12)CCC3	0	24
Cc1cccc(NC2SC(=O)N(c3ccccc3)C2=O)c1 (stereo not given)	-2	-13
COC(=O)Cn1c(CCC(=O)O)ccc1-c1ccccc1	-4	-8
CCC1CCCCN1CCCNC(=O)CC1Oc2ccc(C)cc2NC1=O (stereo not given)	4	6
CCNc1nc(N2CCCCC2)nc(-n2nnc(C(=O)OCC)c2C)n1	1	-1
COc1cccc(OCc2nnc(SCC(=O)OCc3ccccc3)o2)c1	0	-30
O=C(CN1CCN(C(=O)c2ccco2)CC1)Nc1cc(C(F)(F)F)ccc1Cl	1	8
CS(=O)(=O)c1nc(-c2cccs2)cc(C(F)(F)F)n1	-2	-12
COc1ccc(CCNC(=O)c2cc(-c3cc(C)c(C)cc3O)n[nH]2)cc1OC	-2	-11
Cc1ccccc1NC(=O)C1CCCN1S(=O)(=O)c1cccc2cccnc12 (stereo not given)	-6	-88
Cc1cccc(OCc2nc(C#N)c(NCCN(C)C)o2)c1	0	1

As entered above.
O=C(NCCN1CCOCC1)C1CCN(c2nc3ccccc3o2)CC1 in S aureus QS inh → 2
Cc1cccc(OCc2nc(C#N)c(NCCN(C)C)o2)c1 in S aureus QS inh → 0
CC(=O)Nc1ccc(NC(=O)c2ccccc2F)cc1 in S aureus QS inh → -1
Cc1c(O)c(CN2CCCCC2)cc2c3c(c(=O)oc12)CCC3 in S aureus QS inh GFP MFI % → 24

Additional results:
Molecule	S aureus QS inh	S aureus QS inh GFP MFI %
Nc1cc(-c2nn[nH]n2)ccc1F	-2	-3
CCOC(=O)c1cc(S(=O)(=O)N2CCN(C(=O)OCC)CC2)cn1C	-5	-64
Cc1ccc(NC(=O)c2nc[nH]c2C(=O)N2CCCCC2)c(C(=O)c2ccccc2)c1	3	-2
COc1ccccc1-c1cc(C(=O)N2CCN(c3ccccc3OC)CC2)no1	-4	-13
CCN1C(=O)CC(c2ccco2)Sc2ccccc21 (stereo not given)	5	21
COc1ccc(N2CCN(C3CC(=O)N(Cc4ccc(N5CCCC5=O)cc4)C3=O)CC2)cc1 (stereo not given)	-4	-15
CC1CCN(C(=O)c2cc(-c3ccccc3O)on2)CC1	2	14
CCCCOc1cc(=O)[nH]c(=O)[nH]1	0	23
CCOC(=O)N1CCN(C(=O)CCS(=O)(=O)c2ccc(Br)s2)CC1	2	9
O=C(CN1CC(=O)Oc2ccccc21)NCc1ccco1	-4	-34
Cc1ccccc1-c1nc(CN2CCC(C(=O)NCc3ccco3)CC2)c(C)o1	3	39
CC(C)C(=O)NC(C)C(c1cccs1)N1CCOCC1 (stereo not given)	4	6
COc1ccc(S(=O)(=O)N2CCN(CC(=O)Nc3cccc(F)c3)CC2)cc1	-6	-5
Cc1csc(NC(=O)C2CCCN(S(=O)(=O)c3ccc(Br)s3)C2)n1 (stereo not given)	-5	-28
CC(=O)Oc1ccc2oc(=O)c3c(c2c1)CCCN3C(=O)CN1CCN(c2ncccn2)CC1	-4	-5
CC1=C(C#N)C(=O)NC(C)(C)C1	-1	-17
O=C(NCCCN1CCCCCC1)c1ccc2c(c1)NC(=O)C(N1CCOCC1)S2 (stereo not given)	-2	0
O=C(OCC(=O)c1ccccc1Br)c1ccccn1	0	-5
COc1ccccc1S(=O)(=O)Cc1ccc(C(=O)NCCN(C)C)o1	0	-5
COc1cc(C2C(C#N)=C(N)OC3=C2C(=O)CCC3)ccc1OC(=O)N1CCOCC1 (stereo not given)	0	-4
COc1cccc(C(=O)N(CN2CCCC2=O)c2cccc(Cl)c2)c1OC	-1	-10
O=C(Cn1ncc2c1-c1ccccc1OC2)Nc1ccc(Cl)cn1	0	12
Cn1c(C(=O)N2CCC(C(=O)N3CCN(Cc4ccc5c(c4)OCO5)CC3)CC2)cc2sccc21	-8	-9
COc1cccc(Nc2nnc(SCC(=O)N3CC(C)OC(C)C3)s2)c1 (stereo not given)	-3	-4
CCOC(=O)C1CCN(C(=O)CN2C(=O)C(CC)Oc3ccccc32)CC1 (stereo not given)	0	-7

Profiles, quoted from the list:
Record of Cc1ccccc1-c1nc(CN2CCC(C(=O)NCc3ccco3)CC2)c(C)o1 → S aureus QS inh: 3; S aureus QS inh GFP MFI %: 39
Record of CCOC(=O)N1CCN(C(=O)CCS(=O)(=O)c2ccc(Br)s2)CC1 → S aureus QS inh: 2; S aureus QS inh GFP MFI %: 9
Record of COc1cccc(C(=O)N(CN2CCCC2=O)c2cccc(Cl)c2)c1OC → S aureus QS inh: -1; S aureus QS inh GFP MFI %: -10

(next part)
Molecule	S aureus QS inh	S aureus QS inh GFP MFI %
Cn1c(=O)c2c(nc(SCCOc3ccc4ccc(=O)oc4c3)n2C)n(C)c1=O	-2	-8
O=C(NCc1ccccn1)C1CC(=O)N(C2CCCC2)C1 (stereo not given)	-2	-12
CCn1c(=S)sc2c(=O)[nH]c(C)nc21	2	6
COc1ccc(OC)c(C2=NOC(C(=O)NCC3CCCO3)C2)c1 (stereo not given)	1	7
O=C(NCc1ccco1)c1ccc2c(=O)n(Cc3ccco3)c(SCC(=O)N3CCCC3)nc2c1	2	3
Cn1c(=O)[nH]c(=O)c2c1nc(CN1CCOCC1)n2Cc1ccccc1	0	0
CCOC(=O)C1CCCN(c2c(N3CCN(c4ccccn4)CC3)c(=O)c2=O)C1 (stereo not given)	1	6
O=C1CN(Cc2ccccc2)C(=NCc2ccco2)S1	-1	-4
Cc1ccc(S(=O)(=O)N[C@@H](C)C(=O)N2CCC(C(=O)N3CCC[C@H]3C(=O)O)CC2)cc1	-1	1
COc1cccc(C(=O)N2CCN(c3ncccn3)CC2)c1	-1	-14
Cn1c(C(=O)Nc2ccc3c(c2)OCO3)cc2c(=O)n(C)c3ccccc3c21	5	17
O=C(CCNC(=O)c1ccc(Br)o1)NCc1ccccc1Cl	-4	-29
O=C(Nc1cccnc1)c1cccc(NC(=O)c2ccco2)c1	-2	-23
COc1cccc(NC(=O)c2oc3ccccc3c2NC(C)=O)c1	5	20
COc1ccc(CCNC(=O)C2CCN(S(=O)(=O)c3c(C)noc3C)CC2)cc1OC	-2	-2
Cc1csc(NC(=O)CCn2c(=O)oc3ccccc32)n1	2	12
COc1ccccc1NC(=O)C1=C(C)Nc2nnnn2C1c1cc(Br)ccc1OC (stereo not given)	-3	-30
Cc1ccccc1S(=O)(=O)NC1OC(=O)C(Cl)=C1Cl (stereo not given)	0	12
O=C(c1ccccc1-c1nc(-c2ccccc2)no1)N1CCCC1	-2	18
COc1cccc(CNC(=O)C2CCN(S(=O)(=O)N3CC(C)CC(C)C3)CC2)c1 (stereo not given)	5	22
C=CCNS(=O)(=O)c1cccc2cc(C(=O)O)c(O)cc12	1	6
CCOC(=O)N1CCC(N2C(=O)c3ccccc3C2Nc2cc(C(=O)OC)cc(C(=O)OC)c2)CC1 (stereo not given)	0	8
CC1(C)Cc2c(C#N)c(SCCC#N)nc(N3CCOCC3)c2CS1	2	2
Cc1oc(-c2ccccc2Cl)nc1CSCC(=O)NC1CC1	-2	-17
Cc1cc(Nc2ccc(F)cc2F)n2ncnc2n1	1	-17

An excerpt from above in order of their number in S aureus QS inh GFP MFI %, ascending.
Structure | S aureus QS inh GFP MFI %
Cc1cc(Nc2ccc(F)cc2F)n2ncnc2n1 | -17
Cc1ccc(S(=O)(=O)N[C@@H](C)C(=O)N2CCC(C(=O)N3CCC[C@H]3C(=O)O)CC2)cc1 | 1
Cc1csc(NC(=O)CCn2c(=O)oc3ccccc32)n1 | 12

Other results:
Molecule	S aureus QS inh	S aureus QS inh GFP MFI %
COC(=O)CN(c1ccc(OC)cc1)S(=O)(=O)c1ccc(OC)c(OC)c1	1	22
COc1cc(C(=O)Nc2ccc3c(c2)C(=O)N(CCC(=O)O)C3=O)cc(OC)c1OC	2	4
CCn1c(=O)cc(C(=O)OC)sc1=Nc1ccc(F)c(F)c1	1	7
Cn1c(C(=O)NCCN2CCc3ccccc3C2)cc2c(=O)[nH]c3ccccc3c21	-1	0
Cc1cc(NC(=O)CSc2nc3ccsc3c(=O)n2CCCCC(=O)O)no1	0	-1
CCN(C(=O)COc1cc(=O)n(C)c2ccccc12)c1cccc(Cl)c1	7	6
COCCCNC(=O)CC(NS(=O)(=O)c1ccc(C)cc1)c1ccco1 (stereo not given)	-3	-9
CC1CCC(NC(=O)c2cc3c(=O)n(C)c4ccccc4c3n2C)CC1 (stereo not given)	-1	-3
O=C(c1ccccc1)c1ccc(N2CCOCC2)c(NC(=O)c2ccco2)c1	39	40
O=C(CNS(=O)(=O)c1ccccc1)NCc1ccccn1	-1	-1
Fc1cccc(CSc2nc3ccncc3[nH]2)c1	5	38
CCCCCOC(=O)NCCOC(=O)Nc1ccc(C(=O)OCC)cc1	0	3
CC(=O)c1ccc(OCC(=O)NC2CCS(=O)(=O)C2)cc1 (stereo not given)	-4	-11
COc1ccc(-c2cc(C(F)(F)F)nc(N3CCCCCC3)n2)cc1	-1	0
CCCc1nnc(NC(=O)CCC(=O)O)s1	0	2
O=C(c1ccco1)N1CCN(C2=NS(=O)(=O)c3ccccc32)CC1	-4	-16
CCOc1ccc(-n2c(SCC(=O)NC(C)CC)nc3n[nH]c(C)c3c2=N)cc1 (stereo not given)	-6	-10
COc1ccc(-n2c(=O)c3c4c(sc3n3c(C)nnc23)CCCC4)cc1	0	0
Cc1cccc(NC(=O)C2CCN(S(=O)(=O)c3cccc4nsnc34)CC2)n1	1	-11
O=C(CN1CCN(CC(=O)Nc2ccccc2Cl)CC1)Nc1ccc2c(c1)OCCO2	-4	-76
COc1ccc(CCNC(=O)CCN2C(=O)C(C)Oc3ccc(C)cc32)cc1OC (stereo not given)	-9	-16
CCn1c2ccccc2c2cc(N)ccc21	-1	1
COCCn1nnnc1C(C(C)C)N(Cc1cccnc1)Cc1ccccc1Cl (stereo not given)	-1	12
O=C(NC(NC1CCS(=O)(=O)C1)C(=O)c1ccccc1)c1ccc(Cl)cc1 (stereo not given)	-12	-30
